Bioassay records: PubChem BioAssay, several laboratories
BB579 growth dn – growth inhibitors of yeast BB579 in restrictive medium, primary screen, yeast lifespan-shortening project, S. cerevisiae. OD615, 48 h. inhibition, % at 10 µM. 0.51% of 140,000 active. AID 804, 2007;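 active = inhibition above a set limit, 3 SD over the mean compound inhibition, cut at about 44% in these data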; also: inactives centre near -24
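test system = yeast BB579 (DeaD) | buffer or medium = restrictive CSMM-D medium | doses = single compound dose of 10 µM, 0.25% DMSO final | times = 4 h preincubation and 48 h exposure at 30 °C | technique = culture absorbance at 615 nm | benchmarks = amphotericin B 10 µg/mL, positive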
PTEN del growth – growth suppression of PTEN-null HCT116, primary screen, cell-based, CellTiter-Glo; viability, % at 10 µM; HCT116 PTEN-null viability, 60 h; active compounds read low; 1.2% of 140,000 active; AID 827, 2007;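 active = viability at or below a set limit, 4 SD under the median of all tested compounds, cut at about 3.7% in these data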;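 also: PTEN knockout HCT116 line with beta catenin targeted HCT116 as companion control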
Measles CPE – compounds protecting cells from measles virus cytopathic effect, primary screen, measles RdRp inhibitor project, single point, MLSMR library, absorbance; Measles virus-infected cells, CPE protection; AID 841, 2007; protection (pct of control), % at 4 µM; 1.5% of 140,000 active; in the data active = protection mostly above about 24%, no sharp cut-off; inactive = mostly below about 26%; also: some compounds called inactive have numbers as strong as hits
E-sel TNF inh – E-selectin induction blockers in HUVEC – imaging, immunofluorescence, high content, primary screen; HUVEC TNFa-induced E-selectin immunofluorescence; inhibition, % at 2 µM; 0.71% of 120,000 active;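 active = inhibition above the batch mean plus 3 SD, and confirmed as a hit on visual image review, cut at about 43% in these data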;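 also: 0% = TNF-stimulated DMSO wells and 100% = unstimulated control wells; not every result past the cut was called active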
Yeast lifespan up – compounds extending yeast replicative lifespan, primary screen, S. cerevisiae, OD615 | S. cerevisiae growth with nicotinamide; deaD strain in restrictive glucose medium | inhibition of the nicotinamide effect, % at 10 µM | 0.68% of 130,000 active;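 active = inhibition above a set limit, placed 3 SD over the median of all compounds, cut at about 26% in these data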;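 also: 0% = nicotinamide-treated wells and 100% = cells grown without nicotinamide; some compounds called inactive have numbers as strong as hits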
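Test system: DeaD-strain S. cerevisiae / Buffer or medium: restrictive glucose medium / Also added: nicotinamide 1.5 mM / Doses: one concentration, 10 µM, DMSO 0.25% / Schedule: 48 h at 30 °C / Signal: OD615 measurement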
NPY-Y2 antag – NPY-Y2 receptor antagonists, primary screen, cell-based; Neuropeptide Y receptor type 2 (Homo sapiens), P49146; NPY-Y2 expressing cells, antagonist mode; inhibition, % at 2.7 µM; 0.99% of 140,000 active; AID 793, 2007; in the data active = inhibition above about 17%;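 also: 0% = vehicle with agonist challenge and 100% = reference antagonist with challenge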
Target sequence (P49146 whole entry, looked up): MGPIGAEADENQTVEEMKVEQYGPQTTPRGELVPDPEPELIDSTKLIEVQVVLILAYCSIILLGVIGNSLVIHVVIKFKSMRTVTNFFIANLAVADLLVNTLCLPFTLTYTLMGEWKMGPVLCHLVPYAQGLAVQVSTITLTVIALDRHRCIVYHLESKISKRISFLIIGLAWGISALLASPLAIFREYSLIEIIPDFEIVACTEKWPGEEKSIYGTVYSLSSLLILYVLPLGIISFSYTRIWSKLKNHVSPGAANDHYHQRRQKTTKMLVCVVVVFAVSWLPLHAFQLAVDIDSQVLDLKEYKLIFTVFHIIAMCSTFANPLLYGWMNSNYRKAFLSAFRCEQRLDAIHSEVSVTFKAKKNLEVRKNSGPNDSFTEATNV
bCat KO growth – primary screen for growth suppressors in beta-catenin knockout HCT116 cells (colon tumor, human). viability, % at 10 µM. AID 818, 2007. HCT116 beta-catenin knockout viability, CellTiter-Glo, 60 h; active compounds read low. 1.5% of 140,000 active;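 active = viability at or under a set limit, the compound median less 4 SD, cut at about 6% in these data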;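 also: 0% = Hyamine 1622 control at 20 µM and 100% = untreated cell control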
GALR2 antag – GALR2 antagonists in receptor-expressing cells, primary screen | Galanin receptor type 2 (Homo sapiens), O43603 | 0.39% of 140,000 active | antagonist mode | inhibition, % at 4 µM | AID 828, 2007; in the data active = inhibition above about 27%;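 also: cells stimulated with galanin 1-16 at roughly its EC80; 0% = agonist challenge control and 100% = basal control without agonist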
Target sequence (O43603 whole entry, looked up): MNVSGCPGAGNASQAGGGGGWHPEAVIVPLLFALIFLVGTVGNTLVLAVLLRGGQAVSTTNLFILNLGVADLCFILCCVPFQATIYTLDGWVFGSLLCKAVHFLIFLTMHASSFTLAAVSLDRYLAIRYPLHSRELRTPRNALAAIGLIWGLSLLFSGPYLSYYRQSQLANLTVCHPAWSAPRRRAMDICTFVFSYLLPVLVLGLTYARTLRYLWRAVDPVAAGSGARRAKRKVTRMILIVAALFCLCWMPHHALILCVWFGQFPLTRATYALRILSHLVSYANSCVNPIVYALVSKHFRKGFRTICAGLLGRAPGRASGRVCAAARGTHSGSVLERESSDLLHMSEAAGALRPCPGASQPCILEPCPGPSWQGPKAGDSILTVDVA
Phagocytosis inh – inhibitors of macrophage phagocytosis, primary screen, imaging, J774A.1 cells, IgG beads. J774A.1 macrophage IgG-bead phagocytosis. inhibition, % at 5 µM. 0.07% of 110,000 active;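 active = inhibition above the mean of the plate negative controls plus 5 SD, cut at about 13% in these data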;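 also: phagocytic index as fraction of beads internalized from green versus red external bead signal; plate controls were DMSO negative control for no effect and cytochalasin-D positive control for full effect; some results beyond the cut were filed as inactive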
MRP-1 activ – H69AR viability gain despite doxorubicin, primary screen, MRP-1 activator project, H69AR cells, CellTiter-Glo; AID 799, 2007; 0.61% of 140,000 active; viability rescue; viability increase, % at 10 µM;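 active = viability gain under doxorubicin at or above a set limit, the compound median plus 3 SD, cut at about 4.7% in these data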;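 also: MRP-1 overexpressing cells given doxorubicin 25 µM after compound pretreatment; 18-22 h compound pretreatment then 72 h with doxorubicin before readout; 0% = doxorubicin-only wells and 100% = vehicle-treated cells without doxorubicin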
* = called active by the depositor; . = no result given.

Each structure is followed by: BB579 growth dn | PTEN del growth | Measles CPE | E-sel TNF inh | Yeast lifespan up | NPY-Y2 antag | bCat KO growth | GALR2 antag | Phagocytosis inh | MRP-1 activ
CCc1nccn1S(=O)(=O)c1cccc([N+](=O)[O-])c1
→ 9 | 103 | 15 | . | -2 | 2 | 96 | -1 | -7 | 1.0
COc1ccccc1NC(=O)c1cc(Cl)ccc1NC(=O)c1ccco1
→ -30 | 88 | 10 | 21 | -5 | 9 | 86 | -5 | -1 | -0.8
O=C(O)c1ccccc1NC(=O)C1CCCO1 (configuration not stated)
→ 9 | 97 | 15 | -10 | -12 | 1 | 105 | -14 | -1 | -0.3
COc1cccc(C2C3CN(C)CC=C3C(C#N)=C(N)C2(C#N)C#N)c1OC (configuration not stated)
→ -42 | 100 | 10 | -10 | -12 | 5 | 90 | -2 | -1 | -3.8
C=CCN(C(=O)COc1ccccc1)c1nnc(-c2ccncc2)s1
→ -28 | 100 | 3 | -7 | -8 | 3 | 93 | -6 | -1 | -2.5
CCn1nnnc1SCC(=O)Nc1cccc(C)n1
→ -3 | 98 | 6 | 13 | -13 | 2 | 119 | -1 | -1 | -1.6
CCOC(=O)CNC(=O)C(NC(=O)C1CCC(C)CC1)C(C)CC (configuration not stated)
→ -50 | 90 | 1 | -31 | -11 | 0 | 97 | 6 | 2 | 0.1
COC(=O)c1ccc(CS(=O)(=O)c2ccccc2C)o1
→ -12 | 95 | 9 | -7 | -25 | 2 | 110 | 0 | . | -1.3
CCOC(=O)CSc1nc(C)c2ccccc2n1
→ -30 | 93 | 5 | -6 | -8 | 5 | 98 | 5 | 0 | -0.1
Cc1nn(-c2ccccc2)c(Cl)c1/C=N/NC(=O)c1cccc(S(=O)(=O)N2CCCC2)c1
→ -34 | 81 | 5 | . | 11 | -1 | 77 | 3 | 2 | -1.9
COc1ccccc1-c1cc(C(F)(F)F)nc(S(=O)(=O)CCCC(=O)Nc2cc(C)on2)n1
→ -18 | 2.0* | 4 | 31 | -13 | 0 | 4.0* | 3 | 2 | -6.4
Cc1cc(C)n(-c2nc(NC(C)(C)C)nc(NC(C)(C)C)n2)n1
→ -24 | 12 | 7 | -18 | -6 | 0 | 4.6* | 11 | 4 | -2.9
COc1ccc(Cn2c(SC)nc3ccccc32)cc1[N+](=O)[O-]
→ -40 | 81 | 5 | -33 | 7 | 8 | 84 | -7 | -1 | -2.2
COc1ccc(S(=O)(=O)N2CCN(S(=O)(=O)c3ccc4c(c3)OCCO4)CC2)cc1
→ -63 | 91 | 5 | 8 | -3 | 1 | 93 | 5 | -1 | -2.2
Cn1cccc1P(=O)(c1cccn1C)c1cccn1C
→ -39 | 97 | 3 | . | -2 | 2 | 87 | -15 | -1 | 0.2

Remaining list, next part.
Each structure is followed by: BB579 growth dn | PTEN del growth | Measles CPE | E-sel TNF inh | Yeast lifespan up | NPY-Y2 antag | bCat KO growth | GALR2 antag | Phagocytosis inh | MRP-1 activ
[O-]/[N+](=C\c1ccncc1)c1ccccc1
→ -41 | 100 | 4 | . | -30 | 0 | 108 | 6 | -2 | -3.9
COc1ccc(/C=N\NC(=O)COc2ccc(Cl)cc2Cl)c(C(=O)O)c1OC
→ -7 | 100 | 14 | . | -4 | 0 | 94 | 9 | -4 | -2.0
Cc1cc(C)cc(-n2nnnc2SCC(=O)N2CCOCC2)c1
→ 3 | 102 | 3 | -23 | . | -1 | 90 | 0 | . | -1.7
COc1ccccc1N1CCN(C(=O)c2ccc(S(=O)(=O)N3CCCC3)cc2)CC1
→ -17 | 86 | 14 | 8 | -6 | -1 | 90 | -1 | -1 | -2.7
Cn1c(=O)c2c(nc(N3CCCCCC3)n2Cc2cccc3ccccc23)n(C)c1=O
→ -47 | 30 | 6 | -17 | 9 | 5 | 48 | 14 | 0 | -5.8
COC(=O)c1[nH]c2cc(OC)ccc2c1NC(=O)CCN1CCSCC1
→ -14 | 89 | 27 | -4 | -9 | 1 | 80 | 12 | . | 0.0
CCn1cc(C(=O)N2CCN(C3CCCCC3)CC2)c2cc(OC)c(OC)cc2c1=O
→ -32 | 109 | 5 | -16 | -11 | 1 | 98 | 5 | -5 | -0.7
CCn1c(COc2ccccc2)nnc1SCC(=O)CC(=O)Nc1ccccc1OC
→ -6 | 91 | 4 | 23 | -7 | 6 | 91 | -5 | 0 | 0.7
COc1ccccc1CNC(=O)C1CC(c2cccc([N+](=O)[O-])c2)=NO1 (configuration not stated)
→ -36 | 70 | 8 | -26 | -21 | 2 | 75 | -5 | 3 | -3.8
Cn1c(SCCCC(=O)c2ccc(F)cc2)nnc1-c1ccncc1
→ -25 | 88 | 17 | -8 | -1 | 0 | 85 | -1 | 2 | -1.0
CCOC(=O)c1c(NC(=O)CSc2nnc(CNC(=O)c3ccco3)n2C)sc2c1CCC2
→ -22 | 91 | 19 | -18 | -3 | -4 | 86 | 2 | 1 | -2.5
Cc1ccc(-c2csc(N3CCC(C(N)=O)(N4CCCCC4)CC3)n2)cc1
→ -28 | 78 | 4 | -1 | -4 | 0 | 78 | 0 | 0 | -0.8
Cc1occc1C(=O)Nc1cccc(C(=O)O)c1
→ -34 | 96 | 8 | -18 | -7 | 1 | 97 | 3 | -1 | -2.4
COc1cccc(-c2cc(C(=O)N3CCCc4ccccc43)no2)c1
→ -61 | 83 | 15 | 15 | 8 | 19* | 80 | 0 | -2 | -0.6
CN(C)CCNC(=O)/C(=C/c1ccc(-c2ccc(Cl)cc2Cl)o1)NC(=O)c1ccccc1
→ 4 | 1.5* | 5 | . | -8 | 11 | 1.9* | 2 | 5 | -4.0

Following part:
Each structure is followed by: BB579 growth dn | PTEN del growth | Measles CPE | E-sel TNF inh | Yeast lifespan up | NPY-Y2 antag | bCat KO growth | GALR2 antag | Phagocytosis inh | MRP-1 activ
Cc1cc(C#N)c(C)n1-c1cc(S(=O)(=O)N2CCOCC2)ccc1N1CCCC1
→ -41 | 80 | 21 | -20 | -4 | 4 | 72 | -3 | -1 | -3.1
CCCc1ccc(-c2c(C)sc(N)c2C#N)cc1
→ -24 | 59 | 3 | 0 | -13 | 1 | 73 | -1 | 1 | -1.8
O=C(NCCCN1CCOCC1)c1ccc(Sc2cccc(Cl)c2)c([N+](=O)[O-])c1
→ 15 | 66 | 9 | 11 | -2 | 12 | 81 | -11 | -11 | -4.3
COC(=O)NCCOc1nc(N(C)C)nc(N(C)C)n1
→ -34 | 104 | 6 | 1 | -7 | -1 | 94 | -5 | . | -1.0
Cc1cc(/C=N/NC(=O)c2cccs2)c(C)n1-c1ccccc1
→ -45 | 60 | 77* | 17 | -12 | 2 | 65 | 6 | 1 | -1.6
CN1CCc2cccc3c2[C@H]1Cc1ccc(O)c(O)c1-3
→ -41 | 56 | 16 | . | 3 | 3 | 50 | 0 | . | -1.0
CC(=O)Nc1ccc(S(=O)(=O)NCC(=O)OCC(=O)NC23CC4CC(CC(C4)C2)C3)cc1
→ -46 | 103 | 15 | . | 3 | 7 | 93 | 1 | -11 | 0.7
Cc1cc(C(=O)COC(=O)Cn2c(C(F)(F)F)nc3ccccc32)c(C)n1Cc1ccco1
→ -30 | 95 | 15 | . | -10 | 5 | 106 | -7 | -1 | 0.0
Cc1oc(/N=C/c2cccc3ccccc23)c(C#N)c1C
→ -5 | 87 | 4 | -16 | 11 | 0 | 79 | 6 | -1 | -1.1
CCOC(=O)c1[nH]c2ccc(F)cc2c1NC(=O)c1cc(OC)c(OC)c(OC)c1
→ -36 | 102 | 16 | 24 | -15 | 5 | 95 | 6 | 0 | -1.1
CC(C)CN(CC(C)C)S(=O)(=O)N1CCC(C(=O)N2CCc3ccccc3C2)CC1
→ -36 | 80 | 4 | -25 | 7 | 1 | 80 | 3 | . | -2.3
COc1cccc(C(=O)NCC(=O)N/N=C/c2ccc(OC(=O)c3cccs3)c(OC)c2)c1
→ -61 | 83 | 11 | 9 | -2 | -1 | 79 | -13 | -8 | -1.2
CCOC(=O)CSC1=C(C#N)C(c2ccc(C)cc2)C2=C(CCCC2=O)N1 (configuration not stated)
→ -36 | 97 | 18 | . | -3 | 0 | 92 | 11 | 0 | 0.6
c1coc(-c2nn3c(-c4ccco4)nnc3s2)c1
→ -63 | 101 | 16 | . | -14 | 5 | 99 | 5 | . | -0.7
COc1ccc(C2CC(c3ccccc3)=NN2c2ccc(N)cc2)cc1 (configuration not stated)
→ -37 | 83 | 8 | 17 | 1 | -1 | 95 | 14 | 1 | -4.2

(cont.)
Each structure is followed by: BB579 growth dn | PTEN del growth | Measles CPE | E-sel TNF inh | Yeast lifespan up | NPY-Y2 antag | bCat KO growth | GALR2 antag | Phagocytosis inh | MRP-1 activ
N#C/C(=C\c1ccc[nH]1)Sc1nc2ccccc2s1
→ -13 | 88 | 4 | -18 | -12 | 6 | 93 | 3 | -1 | -3.3
Cc1ccc(C)c(-c2nc3ccc(N)cc3[nH]2)c1
→ -44 | 90 | 28 | 4 | 0 | 1 | 104 | 0 | 2 | -5.0
O=C(NCCC(=O)N1CCN(c2ncccn2)CC1)c1ccccc1
→ -9 | 99 | 32* | -32 | -3 | -1 | 91 | 10 | -1 | -0.2
CC(/C=C(\NC(=O)c1ccccc1)C(=O)N=Nc1c(O)[nH]c2ccc(C)cc12)=C\c1ccccc1
→ -24 | 49 | 14 | -19 | -4 | 1 | 57 | 20 | -1 | -5.8
COc1ccc(NC(=S)N2CCC(c3nc4ccccc4[nH]3)CC2)c(OC)c1
→ -22 | 108 | 5 | . | -24 | 1 | 92 | 2 | -1 | -4.3
CC(=O)Nc1ccc(S(=O)(=O)NCCSCc2c(Cl)cccc2Cl)cc1
→ -50 | 40 | 19 | 7 | -6 | 0 | 17 | 0 | 0 | -1.1
COc1cc(NC(=O)c2cc(CC(C)C)on2)c(OC)cc1Cl
→ -57 | 99 | 6 | -40 | -4 | 6 | 79 | -16 | 0 | -2.4
CCC(C)Oc1cccc(OCCCCN2C(=O)NC(C)(C)C2=O)c1 (configuration not stated)
→ -25 | 93 | 25 | 0 | -9 | -1 | 94 | -1 | -2 | -1.4
COc1cc2c(cc1OC)C(c1cccc([N+](=O)[O-])c1)N(C(=O)c1ccc(F)cc1)CC2 (configuration not stated)
→ -36 | 58 | 4 | . | -9 | 33* | 56 | 11 | . | -2.3
CC(C)CCN(C)c1ccc(/C=N/n2cnnc2)cc1
→ -8 | 95 | 14 | 15 | -6 | 2 | 100 | -10 | -3 | -2.9
Cc1cc([N+](=O)[O-])cc2ncccc12
→ -26 | 92 | 14 | 17 | -2 | 1 | 93 | 2 | -1 | -0.8
CCOc1ccc(-n2c(SCC(=O)Nc3cc(C)on3)nnc2-c2c[nH]c3ccccc23)cc1
→ -40 | 86 | 9 | 40 | -13 | 3 | 91 | 8 | 0 | -3.1
Nc1ccc2oc(=O)c3ccccc3c2c1
→ -6 | 90 | 19 | 8 | -35 | 0 | 105 | 10 | -3 | -3.4
